iPSC survival up – hiPSC single-cell survival enhancement; hit rate 0.044% among 360,000; survival enhancement, % at 20 µM; AID 602274; ATPlite luminescence; 100% = ROCK inhibitor wells, 0% = DMSO; in the data active = survival enhancement above about 18%;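 note: cells exposed to compounds for 16 hours before the ATP read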
NR2E3 ag-1 – agonists of human nuclear receptor NR2E3; AID 2300; inhibition of corepressor binding, % at 4.78 µM; GST-NR2E3/biotin-RetCOR TR-FRET, 1536-well; hit rate 0.12% among 320,000;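 active = percent inhibition above the cutoff of mean plus 3 SD of all tested compounds, set per screening campaign, cut at about 20% in these data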;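 note: 0% = DMSO wells and 100% = biotin wells as full block of FRET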
Target sequence (Q9Y5X4 whole entry, looked up): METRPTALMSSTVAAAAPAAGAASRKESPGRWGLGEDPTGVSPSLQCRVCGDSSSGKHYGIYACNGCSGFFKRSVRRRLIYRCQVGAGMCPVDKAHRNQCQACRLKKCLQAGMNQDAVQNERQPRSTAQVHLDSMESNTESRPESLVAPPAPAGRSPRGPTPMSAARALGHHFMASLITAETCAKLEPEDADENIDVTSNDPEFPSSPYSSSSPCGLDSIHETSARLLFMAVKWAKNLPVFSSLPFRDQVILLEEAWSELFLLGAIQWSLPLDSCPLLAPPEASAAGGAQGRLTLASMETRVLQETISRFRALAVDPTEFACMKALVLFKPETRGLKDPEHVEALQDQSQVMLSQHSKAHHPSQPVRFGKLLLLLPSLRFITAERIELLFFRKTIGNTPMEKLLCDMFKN
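Material: NR2E3–RetCOR corepressor complex | Quantity: 1.35 nM GST-tagged NR2E3 final | Schedule: 5 h at 4 °C | Replication: Singlicate compound wells | Reagent: RetCOR corepressor, biotinylated, 7 nM | Controls: Biotin wells as high control, 0.6% DMSO wells as low control | Signal: TR-FRET, Eu(K)-anti-GST donor, streptavidin-D2 acceptor, ex 340, em 617/671 nm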
HIF-2a block – blocks HIF-2a reporter activity | 786-0 RCC cells HIF-2a reporter, luciferase luminescence, overnight | inhibition, % at 18.8 µM | hit rate 0.72% among 360,000 | AID 624352;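 active = inhibition of the luminescence signal of 40% or more relative to plate controls, in a single-dose primary screen at 18.75 µM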
TRPM1 prom inh – inhibitors of MITF-driven TRPM1 promoter in melanoma cells; SK-MEL-5 TRPM1 promoter luciferase, 24 h; inhibition, % at 12.5 µM; hit rate 0.83% among 330,000; AID 488899;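 active = mean inhibition across replicates of 60% or more, whatever share of single replicates reaches that level; inconclusive = some that reach 60%, reason not given; inactive = mean inhibition across replicates below 60%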; note: values of inactives mirror those of a sister screen read the other way
Peg3 promoter – Peg3 promoter activity inhibition; hit rate 1.7% among 360,000; HeLa PEG-Prom luciferase reporter, luminescence, overnight; inhibition, % at 20 µM;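 active = inhibition of at least 50% at 20 µM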
PDI turbidity – inhibitors of human protein disulfide isomerase | P07237 | hit rate 0.052% among 350,000 | inhibition, % at 10 µM | PDI insulin aggregation turbidity, A650, 90 min;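 active = mean inhibition across replicates of 30% or more, whatever share of single replicates reach that level; inconclusive = mean inhibition below 30% while every single replicate reaches 30%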;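 note: absorbance from insulin aggregation driven by PDI reduction with DTT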
Target sequence (P07237 whole entry, looked up): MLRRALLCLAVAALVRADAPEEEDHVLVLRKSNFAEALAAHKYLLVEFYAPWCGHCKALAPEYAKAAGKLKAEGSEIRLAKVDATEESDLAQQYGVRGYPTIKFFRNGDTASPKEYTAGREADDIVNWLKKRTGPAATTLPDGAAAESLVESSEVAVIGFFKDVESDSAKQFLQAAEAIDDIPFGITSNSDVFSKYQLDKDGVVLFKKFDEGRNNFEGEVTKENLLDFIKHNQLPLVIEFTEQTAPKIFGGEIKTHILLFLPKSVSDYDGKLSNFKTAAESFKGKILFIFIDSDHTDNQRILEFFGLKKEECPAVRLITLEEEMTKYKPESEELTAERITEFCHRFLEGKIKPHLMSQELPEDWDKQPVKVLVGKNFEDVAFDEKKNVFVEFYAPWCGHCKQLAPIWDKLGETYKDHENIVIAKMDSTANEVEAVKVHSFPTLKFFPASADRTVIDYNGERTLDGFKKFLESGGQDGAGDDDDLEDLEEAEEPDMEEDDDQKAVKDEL
Vif inh – inhibitors of HIV Vif | HEK293T cells, Vif self-association by quenched fluorescence, imaging, 24 h | inhibition, % at 7.49 µM | hit rate 0.35% among 340,000 | AID 602346; in the data active = inhibition above about 50%, passing the limit was not always enough; inconclusive = no clear call, values can overlap the other calls; inactive = below about 31%; note: some results filed as inactive read as strong as hits
CaV13 FRET inh – Primary screen for inhibitors of IQ motif and Ca2+-dependent inactivation inhibitor domain binding in CACNA1D, Förster resonance energy transfer in living cells, … | AID 743397 | hit rate 0.098% among 340,000 | HEK cells, CFP/YFP FRET ICDI-IQ, plate reader, 10 min; percent FRET-ratio fall versus neutral wells | inhibition, % at 12.3 µM;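 active = mean replicate inhibition of at least 30% and at least 1% of replicates passing that level; inconclusive = only one of the two criteria is met; inactive = neither criterion is met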;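 note: 0% = median of the neutral control wells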
aDG glyco act – alpha-DG glycosylation activation. Pro5-aDG cells, alpha-DG glycosylation AlphaScreen (IIH6); 0% Pro5, 100% B10-LARGE cell signal. activation, % at 10 µM. hit rate 0.22% among 360,000. AID 624168;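 active = activation of at least 8% versus controls, or a plate z-score of at least 8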;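 note: Pro5 are CHO cells carrying HIG-tagged alpha-DG that lacks glycosylation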
Granule exo inh – lytic granule exocytosis inhibition | inhibition, % at 10 µM | hit rate 0.66% among 360,000 | TALL-104 LAMP-1 surface exposure, flow cytometry; cells stimulated with thapsigargin and PMA | AID 651702;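 active = inhibition above about 55%, limit read from the data; inconclusive = no clear call, values can overlap the other calls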
NR2E3 ag-2 – human photoreceptor-specific nuclear receptor agonism | Q9Y5X4 | CHO-S Gal4-NCOR/VP16-NR2E3 two-hybrid, luciferase | inhibition of corepressor binding, % at 3.98 µM | hit rate 0.35% among 360,000 | AID 602229;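 active = inhibition above the mean of all tested compounds plus 3 SD, cut at about 70% in these data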;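 note: 0% = DMSO with NR2E3 transfected cells and 100% = cells lacking NR2E3 construct; higher means lower luciferase signal from less NR2E3 corepressor binding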
* marks the source's active call; other numbers are inactive results; ? = inconclusive; · = no result given. Not a hit list; overall some 3.5% were active at least once.

SMILES | iPSC survival up | NR2E3 ag-1 | HIF-2a block | TRPM1 prom inh | Peg3 promoter | PDI turbidity | Vif inh | CaV13 FRET inh | aDG glyco act | Granule exo inh | NR2E3 ag-2
Cc1ccc(S(=O)(=O)C2C(=O)NC3(C)CC2c2ccccc2O3)cc1 (stereo unspecified) | -0.1 | 0 | 10 | 4 | 7 | -11 | 9 | -17 | 0.0 | 4 | -17
c1ccc(C2Nc3ccccc3C3OCCCC23)cc1 (stereo unspecified) | 0.1 | 3 | 22 | 5 | 21 | -3 | 0 | -2 | -0.1 | -8 | 32
C=CCc1c(C)nc(C)nc1N/N=C/c1ccc(N(C)C)cc1 | 0.7 | -6 | -2 | 30 | 1 | 8 | 8 | · | 6.3* | -1 | 11
O=C(Nc1cccc2c1C(=O)NC2=O)c1ccc(N2C(=O)CCC2=O)cc1 | -0.2 | -1 | -23 | · | -2 | -5 | 2 | 0 | 0.0 | 0 | 1
O=C(CSc1nnc(-c2ccncc2)n1Cc1ccccc1)NCCc1ccccc1 | 2.0 | 1 | 17 | 12 | 21 | 7 | 1 | · | 0.1 | 5 | -12
CN(Cc1ccccc1)C(=O)c1ccc(NC(=O)Cc2ccc(NC(=O)C3CCN(S(=O)(=O)c4cccc([N+](=O)[O-])c4)CC3)cc2)cc1 | -1.1 | · | -18 | 18 | 3 | 4 | -7 | -6 | -0.1 | -1 | -11
Cc1cc(C)cc(N(CC(=O)Nc2ccc(C(F)(F)F)cc2)S(=O)(=O)c2c(C)[nH]c(=O)[nH]c2=O)c1 | -0.3 | -2 | 12 | 12 | -13 | -15 | -10 | -2 | -0.4 | 21 | 5
CC(NC(=O)Nc1nnc(C(F)(F)F)s1)(C(F)(F)F)C(F)(F)F | 3.3 | -3 | 1 | 26 | 23 | 19 | -13 | -8 | -0.5 | 3 | 106*
Cc1[nH]ccc(=O)c1OCC(=O)O | 0.0 | -2 | 7 | 6 | 6 | -17 | -6 | -15 | 0.1 | 1 | -3
O=C(CCCO)N/N=C/c1cc(Br)ccc1O | -0.9 | -6 | 8 | 5 | 9 | 10 | 13 | -5 | 0.2 | -2 | -8
Cc1ccc(-n2cc(CNCC3CC(=O)N(C4CC4)C3)c(-c3cccc(C)c3)n2)cc1 (stereo unspecified) | -0.5 | 3 | -40 | -11 | -25 | 13 | 1 | -1 | 0.0 | 8 | -24
COc1ccccc1OCCn1cc(C#N)c2ccccc21 | -2.3 | 2 | -22 | -13 | -11 | 11 | -14 | · | -0.1 | -2 | -29
Cc1c(CN(C)C(=O)CSc2nc(-c3ccco3)cc(C(F)(F)F)n2)cnn1C | 1.2 | 3 | -4 | 9 | -6 | 6 | -4 | -6 | 0.2 | -1 | -3
O=C(Cc1ccc(Cl)cc1)OCC(=O)N1CCCCCC1 | 0.5 | · | 1 | 8 | 3 | -1 | 26 | -2 | -0.1 | 6 | -30
CCCn1c(SCc2nc(N)nc(N3CCCCC3)n2)nc2c1c(=O)n(C)c(=O)n2C | -0.9 | 0 | 16 | 1 | 33 | -9 | -6 | -7 | 0.0 | -2 | -4
O=C(N/N=C/c1cccc(C(F)(F)F)c1)C1CCN(c2ncc(C(F)(F)F)cc2Cl)CC1 | 1.0 | 1 | 23 | 5 | 13 | -4 | 3 | -4 | -0.1 | 2 | -21
CCOc1ccc(S(=O)(=O)Nc2nc3cc(OC)ccc3s2)cc1 | -1.7 | 2 | 4 | -6 | 9 | -1 | -1 | -8 | 0.1 | 0 | 15
O=C1NCCN1C(=O)c1cccc(Cl)c1 | -0.7 | -3 | 13 | -17 | 1 | 1 | · | · | -0.1 | 0 | -1
Cc1ccc(S(=O)(=O)n2cnc3ccccc32)cc1[N+](=O)[O-] | 0.4 | 1 | 8 | -1 | 6 | 8 | -5 | -18 | -0.1 | -4 | -28
O=C(CCCOc1ccccc1)Nc1ccc(Cl)cn1 | 0.6 | 3 | -59 | -19 | -33 | -2 | 2 | 3 | -0.4 | 0 | 7
CC(=O)NCCn1c(SCC(=O)c2ccc(Cl)cc2)nc2ccccc2c1=O | -1.7 | 0 | 11 | 11 | 35 | -9 | -5 | -6 | 3.6 | 1 | -12
Cc1cc(NC(=O)c2c(F)cccc2Cl)n(-c2nc3ccccc3[nH]2)n1 | -3.3 | 2 | 16 | -6 | 17 | -5 | -9 | · | -0.4 | -2 | -5
Cc1cn([C@H]2C[C@H](O)[C@@H](CNCc3ccc(-c4cc(Cl)ccc4C(F)(F)F)o3)O2)c(=O)[nH]c1=O | -0.9 | · | 1 | · | 4 | -4 | 0 | -4 | 0.0 | -1 | -29
COc1ccc(Nc2nccc(-c3ccc([N+](=O)[O-])cc3)n2)cc1 | -0.5 | -3 | -25 | -64 | -17 | 11 | -5 | -4 | -0.1 | 0 | -17
Cn1nc(-c2ccccc2)c(CN2CCN(c3ncccn3)CC2)c1Cl | -0.1 | 4 | 9 | -6 | 10 | 3 | 3 | -6 | 0.5 | -1 | -7

(more compounds)
SMILES | iPSC survival up | NR2E3 ag-1 | HIF-2a block | TRPM1 prom inh | Peg3 promoter | PDI turbidity | Vif inh | CaV13 FRET inh | aDG glyco act | Granule exo inh | NR2E3 ag-2
O=C1NC[C@@H](CCCCN2C[C@H](Cc3ccccc3)N(CCc3ccccc3)C(=O)C2=O)N(Cc2ccccc2)C1=O | -0.1 | · | 7 | · | · | · | · | -3 | -0.1 | 0 | -9
COc1ccc(OC)c(-c2csc(NC(=O)C3CSC4(C)CCC(=O)N34)n2)c1 (stereo unspecified) | -0.1 | 3 | -9 | 6 | 0 | -3 | -2 | -4 | 1.0 | 2 | 16
CCOc1ccc(C(=S)N2CCCC2)cc1OC | 0.0 | -1 | 19 | 3 | 1 | 21 | 0 | -4 | 0.0 | 1 | -13
O=S1(=O)CC(N2CCN(CCO)CC2)CN1CCc1ccccc1 (stereo unspecified) | 0.9 | · | 10 | · | -3 | · | · | · | 0.0 | 5 | -4
CCCCn1c(N)c(N(CCOC)C(=O)COc2ccc(C(C)=O)cc2)c(=O)[nH]c1=O | -0.3 | -1 | 6 | 6 | 10 | 2 | -2 | -6 | -0.5 | 0 | -15
COc1ccc(Cc2nnc(NC(=O)C(C)C)s2)cc1 | -0.6 | 1 | -3 | 1 | 10 | 9 | -1 | -18 | -0.2 | -1 | -4
COc1cc(O)cc(O)c1C(=O)/C=C/c1ccccc1 | 0.3 | 4 | 26 | 19 | 24 | · | ? | · | 0.1 | 2 | 4
CC(CNC(=O)[C@@H](Cc1ccccc1)NC(=O)CC[C@H]1O[C@@H](n2ccc(=O)[nH]c2=O)[C@H](O)[C@@H]1O)c1ccccc1 (stereo partly specified) | -2.0 | · | -7 | · | -6 | · | 6 | -6 | 0.0 | 0 | 0
CO/N=C/c1ccc(N2CCN(C(=O)c3ccc(Cl)cc3Cl)CC2)c([N+](=O)[O-])c1 | 5.3 | 1 | 7 | -1 | 24 | -12 | -7 | -4 | 2.1 | -2 | 76*
CCNC(=O)NC(=O)C(C)OC(=O)CCCc1nc2ccccc2s1 (stereo unspecified) | 0.2 | 2 | 9 | 3 | -1 | 2 | -6 | -7 | 0.3 | 0 | -8
O=C(CCN1CCOCC1)N1CCCC(Nc2ccc(F)cc2)C1 (stereo unspecified) | 0.0 | 0 | 11 | -6 | 13 | 9 | -9 | -5 | -0.1 | -3 | -17
CCOc1ccc(CCNC(=O)CS(=O)Cc2nc(-c3ccccc3C)oc2C)cc1OCC (stereo unspecified) | -0.5 | -1 | -1 | -2 | 12 | -8 | 5 | -3 | -0.1 | 0 | 16
Cc1ccc(S(=O)(=O)NNC(=O)Nc2cccc(F)c2)c(C)c1 | 8.2 | 0 | 3 | 14 | 5 | -7 | 4 | -4 | 1.8 | 4 | -7
CC(=O)N(CCCCN1C(=O)c2ccccc2C1=O)c1ccc(C)cc1 | 1.2 | 3 | 3 | 1 | 8 | -7 | 13 | -4 | 0.6 | 1 | -9
CCc1cc(=O)oc2cc(C)cc(OCC(=O)C(C)(C)C)c12 | 2.2 | 3 | 12 | 3 | 16 | 6 | 6 | -19 | -0.1 | -4 | 6
Cc1oc2cc3oc(=O)c(CCC(=O)NCc4ccccn4)c(C)c3cc2c1C | -3.2 | -3 | -86 | -19 | -30 | · | 17 | · | 0.2 | 0 | -30
C=CCOC(=O)C1=C[C@H](C2CCCCC2)C[C@H](OCc2ccc(CO)cc2)O1 | 3.9 | 1 | 6 | 6 | 8 | 6 | 13 | -5 | 0.0 | -2 | -8
OCC1(Cc2ccc(Cl)cc2)CCN(Cc2ccc(F)c(F)c2)CC1 | 0.0 | 1 | -3 | -11 | 16 | -5 | 3 | -1 | 0.2 | 7 | -19
CC(C)(C)OC(=O)N1CCN(C(=O)c2[nH]cnc2C(=O)Nc2ccccc2F)CC1 | 1.5 | · | 9 | · | 8 | -4 | · | -9 | -0.1 | -2 | 5
O=C(c1ccc(OC2CCN(CCc3ccccc3)CC2)cc1)N1CCCC(O)C1 (stereo unspecified) | -2.8 | 4 | 1 | -2 | -8 | -14 | -10 | -3 | -0.1 | 6 | -2
Cc1ccsc1C(=O)N1CCCC(CO)(Cc2ccccc2)C1 (stereo unspecified) | -0.2 | -1 | -104 | -29 | -43 | -1 | -4 | -4 | 0.2 | 7 | -51
COc1ccc(S(=O)(=O)N(C)CC(=O)NCCC2=CCCCC2)cc1OC | -1.3 | 1 | 8 | 19 | 15 | 5 | -4 | -8 | 0.2 | -3 | 35
CN1CCN(S(=O)(=O)c2ccc(-c3noc(C4CCN(S(C)(=O)=O)CC4)n3)cc2)CC1 | 2.9 | 3 | 15 | 14 | 16 | -6 | -10 | -9 | 0.2 | 0 | 15
C=C(C)CSc1nnc(-c2cccc(S(=O)(=O)N(C)C)c2)n1-c1cc(OC)ccc1OC | -5.1 | -1 | 13 | 4 | 13 | -1 | 20 | -5 | 0.0 | 0 | -12
Cc1cc(N2CCN(C)CC2)nc2ccc(NC(=O)CCC(=O)NCCCOC(C)C)cc12 | 1.1 | 1 | 4 | 1 | 0 | 5 | 1 | -22 | -0.1 | -4 | 10
O=C1Nc2ccccc2O/C1=C\c1ccccc1 | -0.2 | 0 | -45 | -20 | -10 | 1 | -9 | -2 | -0.1 | 2 | -29
O=C(CC1N=C2c3ccccc3N=C(SCc3ccc(Cl)cc3)N2C1=O)NCc1ccco1 (stereo unspecified) | 0.5 | 1 | -102 | 0 | -63 | 1 | · | · | 0.2 | 21 | -25
CC(C)C(C)NC(=O)COC(=O)c1cccc(C(=O)OCC(=O)NC(C)C(C)C)n1 (stereo unspecified) | -0.4 | 4 | 10 | 14 | 17 | 6 | -1 | -4 | 0.1 | -4 | -27
